Rv3671c protease: Rv3671c (M. tuberculosis) protease inhibition; P9WHR9; inhibition, % at 5.96 µM; 320,000 tested, 0.048% active; AID 2606; in the data active means inhibition above about 38%;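 further: extracellular domain of Rv3671c used as enzyme; 0% = enzyme with DMSO and 100% = no enzyme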
PriA SSB inh: inhibitors of Klebsiella pneumoniae PriA binding to SSB C-terminal tail | inhibition, % at 33 µM | AID 1272365 | AlphaScreen SSBct-PriA binding, biotinylated peptide | 430,000 tested, 0.6% active; in the data active means inhibition mostly above about 37%, no sharp cut-off; inactive means mostly below about 20%;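 further: plate controls were negative control peptide for no effect and reference peptide for full effect; strong numbers were not always called active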
CCHFV vOTU inh: CCHFV vOTU protease inhibition; 370,000 tested, 0.55% active; inhibition, % at 11.5 µM; Pep-AMC fluorescence; AID 651958; in the data active means inhibition above about 30%; further: 0% = vehicle wells with enzyme and 100% = no enzyme wells
PrPC surface inh: reduces human prion protein on the cell surface; inhibition, % at 13.8 µM; 370,000 tested, 0.43% active; cell surface PrPC, TR-FRET read-out; AID 720596; P04156; in the data active means inhibition above about 24%; further: 0% = median of the test wells and 100% = reference compound wells
Y pestis TopoI: inhibitors of Yersinia pestis topoisomerase I; Y. pestis Topo-I cleavage product accumulation, plate reader; activity, % at 10 µM; 360,000 tested, 0.064% active; AID 504884; in the data active means activity above about 50%, passing the limit was not always enough; further: inactives centre near 2
Vc quorum ag: quorum light induction in luxS cqsA deficient V. cholerae; V. cholerae BH1578 lux reporter, luminescence, 6 h; activation, % at 18.7 µM; 350,000 tested, 0.16% active; AID 588436; in the data active means activation mostly above about 9.7%, no sharp cut-off; further: not every result past the cut was called active; inactives centre near 0; reference of the scale not given here
VHR inh abs: DUSP3 (human) phosphatase inhibition; recombinant VHR phosphatase, pNPP absorbance; inhibition, % at 13.3 µM; 290,000 tested, 0.52% active; AID 1654; in the data active means inhibition above about 50%; further: some compounds called inactive have numbers as strong as hits
MazF activator: activators of E. coli MazEF toxin-antitoxin RNase; 350,000 tested, 0.32% active; FAM/BHQ RNA-DNA oligo cleavage fluorescence, 5 h; activation, % at 20 µM; in the data active means activation above about 50%
TcdB inh: TcdB glycohydrolase inhibition | P18177 | 350,000 tested, 0.24% active | AID 652162 | inhibition, % at 9.99 µM | TcdB glycohydrolase enzymatic assay, plate reader; in the data active means inhibition above about 10%
SARS 3CLpro inh: SARS-CoV 3CLpro protease inhibition | recombinant SARS-CoV 3CLpro, quenched FRET peptide cleavage | inhibition, % at 6 µM | 290,000 tested, 0.14% active | AID 1706; in the data active means inhibition above about 12%
The depositor's hits bear a star; i = inactive; x = not tested or not shown. Only part of the results is shown; rates above refer to the full screens.

cpd	Compound	Rv3671c protease	PriA SSB inh	CCHFV vOTU inh	PrPC surface inh	Y pestis TopoI
1	Cc1ccc(O)c(/C=N/NC(=O)c2[nH]ncc2Br)c1	18	x	6	7	6
2	Cc1cc(C(=O)N/N=C/c2ccc([N+](=O)[O-])s2)c2ccccc2n1	-13	x	31*	-19	-6
3	C[n+]1cccc(C(=O)N/N=C/c2ccc3c(c2)OCO3)c1	1	x	9	1	-11
4	CN1CCN(C(=O)c2cccn(Cc3cccc(Cl)c3)c2=O)CC1	-11	4	9	-1	-6
5	CCOC(=O)Cc1csc(NC(=O)CCSc2ccccc2)n1	-3	-5	4	-1	8
6	O=C1NC(=S)N/C1=C/c1cc([N+](=O)[O-])ccc1O	-4	2	15	-22	-4
7	O=C(Cc1ccccc1)N1CCNCC1	1	-4	5	2	4
8	COc1cccc(/C=N/NC(=O)c2ccccc2)c1OS(=O)(=O)c1ccccc1	-2	x	6	3	2
9	COc1ccc(C2=CC(c3ccc(OC)c(OC)c3)c3c(c4ccccc4oc3=O)O2)cc1OC (configuration not stated)	-16	4	12	7	-10
10	CCCCN(CCCC)CCNC(=O)c1cn(CC)c2ccc(S(=O)(=O)N(C)C3CCCCC3)cc2c1=O	-9	-7	29	-13	16
11	CSc1ccc(CN2CCSCC2)cc1	x	-3	-9	7	0
12	CCN(Cc1ccccc1)C(=O)c1cc2c(OC)c(OC)c(OC)cc2[nH]1	-6	3	-6	5	1

cpd	Vc quorum ag	VHR inh abs	MazF activator	TcdB inh	SARS 3CLpro inh
1	-0.1	-10	-23	-0.8	2
2	-0.1	24	12	0.3	-1
3	-0.3	32	4	1.9	4
4	-0.6	16	3	-0.5	0
5	i	10	5	0.3	-5
6	i	26	-8	x	1
7	-0.2	16	-3	1.6	-1
8	i	-6	7	-0.2	-7
9	i	26	-14	0.7	-3
10	-0.2	-4	3	1.2	3
11	-0.3	-3	6	1.7	-1
12	0.6	26	-1	-1.0	1

Going on with the list:
cpd	Compound	Rv3671c protease	PriA SSB inh	CCHFV vOTU inh	PrPC surface inh	Y pestis TopoI
13	O=C1CC(=O)N(Cc2ccccc2)C(=O)N1CCCCCCN1C(=O)CC(=O)N(Cc2ccccc2)C1=O	-55	9	-5	16	-2
14	CCOC(=O)CN1CC23C=CC(O2)C(C(=O)O)C3C1=O (configuration not stated)	-8	3	0	0	3
15	Cc1ccc(NC(=O)c2sc(C)nc2C)c(C)c1	-14	6	-10	-2	0
16	CC(=O)c1ccc(NC(=S)NCC(c2ccco2)N2CCCC2)cc1 (configuration not stated)	4	-14	-4	5	3
17	Cc1c(O)nc(SC2CC(=O)N(c3ccccc3)C2=O)[nH]c1=O (configuration not stated)	4	-4	7	-4	-3
18	COc1cccc(CNC(=O)CCNC(=O)c2ccc(Br)o2)c1	2	-19	10	0	2
19	COc1ccc(-c2cc(C(=O)N3CCN(C(c4ccccc4)c4ccccc4)CC3)no2)cc1	-9	2	x	x	8
20	CCCCOc1ccc(/C=C/C(=O)OCC(=O)N2CC(=O)Nc3ccccc32)cc1OCC	-18	10	-11	-4	1
21	CCOc1ccccc1NC(=O)CSc1nnc(-c2cnccn2)n1C	-3	-6	6	1	12
22	CCCc1cc(NCc2ccccn2)n2nc(C)c(-c3ccccc3)c2n1	6	-17	5	6	-15
23	O=C(NCCCN1CCOCC1)c1cccc(S(=O)(=O)Nc2ccccc2Cl)c1	-3	-7	7	5	5
24	O=C1CSC(=Nc2ccccc2)N1	0	-20	1	-1	9

cpd	Vc quorum ag	VHR inh abs	MazF activator	TcdB inh	SARS 3CLpro inh
13	i	-19	-14	-0.1	4
14	-0.4	5	-2	0.6	-2
15	-2.2	24	6	1.6	3
16	-0.5	35	-21	1.1	-4
17	-3.7	16	-3	x	-3
18	i	-14	6	0.2	-4
19	0.6	4	-8	0.9	-9
20	i	3	-44	-0.1	0
21	x	10	-1	x	0
22	-0.1	20	-2	-0.2	-5
23	-0.8	14	-4	-2.9	1
24	i	0	7	x	4

Further entries follow.
cpd	Compound	Rv3671c protease	PriA SSB inh	CCHFV vOTU inh	PrPC surface inh	Y pestis TopoI
25	Cc1ccccc1OCC(=O)NCC1CCCO1 (configuration not stated)	2	-9	3	-2	2
26	COc1ccc(CCNC(=O)c2cc3c(=O)n4ccccc4nc3n(CC3CCCO3)c2=N)cc1OC (configuration not stated)	-7	-3	-9	-57	5
27	Cc1ccc(Nc2ncnc3sc(C)c(C)c23)cc1C	5	-20	18	4	18
28	C/C(=N\N=C(c1ccccc1)c1ccccc1)c1cccs1	-5	x	8	8	11
29	O=C(Nc1ccc(S(=O)(=O)N2CCCCC2)cc1)c1ccc(CN2CCc3ccccc3C2)cc1	-132	13	-2	8	9
30	Cc1cc(C)cc(NC(=O)N2CCCCCCC2)c1	4	-12	14	-5	-1
31	CC(=O)Nc1ccc(C(=O)Cn2nnc3ccccc3c2=O)cc1	5	-16	4	10	3
32	CCCCCNC(=O)c1cc(S(=O)(=O)N2CCCCC2)ccc1F	-10	-4	8	9	-9
33	CCOc1ccc2c(c1)N(C(=O)CN1C(=O)CCC1=O)C(C)(C)C=C2C	2	-10	7	6	-6
34	O=C(COC(=O)c1cccs1)NCCc1ccc(F)cc1	x	1	11	-3	11
35	CCCCOCCCNC(=O)COc1ccccc1	-8	-2	5	7	3
36	Cc1ccc(C(=O)NCCCNC(=O)c2ccco2)cc1	1	8	8	7	7

cpd	Vc quorum ag	VHR inh abs	MazF activator	TcdB inh	SARS 3CLpro inh
25	x	10	5	x	-8
26	-0.5	4	8	0.7	2
27	i	27	13	x	1
28	i	6	-4	x	6
29	17*	24	-16	x	-1
30	-0.4	25	-5	0.8	-2
31	i	30	0	x	-2
32	-0.9	4	1	x	-3
33	i	25	0	x	0
34	1.7	x	4	-0.4	x
35	-0.6	2	8	0.1	-3
36	i	10	8	0.6	-6

Compounds 25–33, reprinted for reference:
cpd	Compound	Rv3671c protease	PriA SSB inh	CCHFV vOTU inh	PrPC surface inh	Y pestis TopoI
25	Cc1ccccc1OCC(=O)NCC1CCCO1 (configuration not stated)	2	-9	3	-2	2
26	COc1ccc(CCNC(=O)c2cc3c(=O)n4ccccc4nc3n(CC3CCCO3)c2=N)cc1OC (configuration not stated)	-7	-3	-9	-57	5
27	Cc1ccc(Nc2ncnc3sc(C)c(C)c23)cc1C	5	-20	18	4	18
28	C/C(=N\N=C(c1ccccc1)c1ccccc1)c1cccs1	-5	x	8	8	11
29	O=C(Nc1ccc(S(=O)(=O)N2CCCCC2)cc1)c1ccc(CN2CCc3ccccc3C2)cc1	-132	13	-2	8	9
30	Cc1cc(C)cc(NC(=O)N2CCCCCCC2)c1	4	-12	14	-5	-1
31	CC(=O)Nc1ccc(C(=O)Cn2nnc3ccccc3c2=O)cc1	5	-16	4	10	3
32	CCCCCNC(=O)c1cc(S(=O)(=O)N2CCCCC2)ccc1F	-10	-4	8	9	-9
33	CCOc1ccc2c(c1)N(C(=O)CN1C(=O)CCC1=O)C(C)(C)C=C2C	2	-10	7	6	-6

cpd	Vc quorum ag	VHR inh abs	MazF activator	TcdB inh	SARS 3CLpro inh
25	x	10	5	x	-8
26	-0.5	4	8	0.7	2
27	i	27	13	x	1
28	i	6	-4	x	6
29	17*	24	-16	x	-1
30	-0.4	25	-5	0.8	-2
31	i	30	0	x	-2
32	-0.9	4	1	x	-3
33	i	25	0	x	0

(list continues)
cpd	Compound	Rv3671c protease	PriA SSB inh	CCHFV vOTU inh	PrPC surface inh	Y pestis TopoI
37	COC(=O)c1c(NS(=O)(=O)c2ccc(C)cc2)sc2c1CCC(C)C2 (configuration not stated)	5	-7	10	-5	44
38	Cc1ccc(C)c(NC2=NS(=O)(=O)c3ccccc32)c1	-2	1	-2	-2	-11
39	Cc1cccc(OCC(=O)NC2CCCCCC2)c1C	-2	-19	1	1	-3
40	N#Cc1cc(-c2ccccc2)nc(N2CCNCC2)n1	-1	5	-4	-17	2
41	Cc1ccc(C)c(NC(=O)CN(C)C(=O)Cc2ccc(Cl)cc2Cl)c1	-18	-11	21	7	14
42	O=C(Nc1ccccc1Cl)c1cc(C2CCCN(S(=O)(=O)c3cccs3)C2)on1 (configuration not stated)	x	x	11	1	19
43	CCOC(=O)C1=C(COC(=O)c2cccs2)NC(=O)NC1C (configuration not stated)	-5	-15	-8	-4	6
44	CCOc1cc(OCC)cc(C(=O)Nc2cccnc2)c1	3	-5	2	2	2
45	O=C(CSc1nc2ccc(NC(=O)CSc3nnnn3Cc3ccccc3)cc2s1)Nc1ccccc1	-43	2	3	-6	3
46	Cc1cc([N+](=O)[O-])ccc1N1C(=O)c2ccc(C(=O)Nc3ccccc3C(=O)O)cc2C1=O	3	12	0	-5	2
47	CCC(C)[C@H](NC(=O)C1CCC(CNC(=O)[C@@H]2CCCN2C(=O)OC(C)(C)C)CC1)C(=O)O (some centres not stated)	x	-2	-3	2	3
48	CCCCNC(=O)CSc1nc(CCC)nc2ccccc12	-3	-18	8	46*	13

cpd	Vc quorum ag	VHR inh abs	MazF activator	TcdB inh	SARS 3CLpro inh
37	i	0	-3	x	-4
38	i	1	-4	x	-2
39	i	2	2	0.5	1
40	-0.6	17	8	0.3	-6
41	-0.2	7	10	1.9	-8
42	i	x	x	0.1	x
43	-0.6	x	8	1.3	x
44	-0.5	-19	6	1.2	-2
45	-0.4	18	4	x	-1
46	i	16	-12	-1.7	6
47	-0.9	9	8	-3.0	2
48	-0.5	8	4	1.3	2

Next part
cpd	Compound	Rv3671c protease	PriA SSB inh	CCHFV vOTU inh	PrPC surface inh	Y pestis TopoI
49	N[C@@H](Cc1c[nH]c2ccccc12)c1nnc(SCc2ccc(Cl)cc2)o1	4	-14	-9	-6	34
50	Cc1cc(C(=O)Nc2ccon2)cs1	-3	-2	-7	-3	-2
51	O=C(COC(=O)c1ccc(F)cc1F)NCCNC(=O)COC(=O)c1ccc(F)cc1F	2	-6	1	-8	9
52	O=C(OCC(=O)c1c[nH]c2ccccc12)c1cc(S(=O)(=O)N2CCOCC2)ccc1F	-10	-11	12	-3	4
53	O=C(OCC(=O)N1CCN(C(=O)c2ccco2)CC1)c1cc(-c2cccc(Br)c2)nc2ccccc12	-48	6	2	-4	-8
54	COC(=O)CC1=NC(=O)CS1	-3	0	14	5	1
55	N/C(=N\OC(=O)c1cccc([N+](=O)[O-])c1)c1cccnc1	3	x	1	-27	0
56	Cc1ccc(NC(=O)c2ccccc2OCC(=O)Nc2ccccc2F)cc1S(=O)(=O)N(C)C	-148	-3	-1	-3	13
57	Cc1cc(C)n2c(SCC(C)C)nnc2n1	-4	1	-2	3	7
58	Cc1ccc(CNC(=O)CCCn2c(=O)[nH]c3ccccc3c2=O)cc1	-8	-1	-20	-3	5
59	CCN(CC)S(=O)(=O)c1cc(C(=O)OC(C)C(=O)NCc2ccco2)ccc1C (configuration not stated)	-3	-13	-20	-2	5
60	O=C(Nc1ncc(Cc2cccc(Cl)c2Cl)s1)C1CCCO1 (configuration not stated)	-5	2	0	-3	-3
61	CCc1ccc(N(CC(=O)Nc2ccccc2C(=O)N2CCCC2)S(C)(=O)=O)cc1	2	-12	1	-6	4

cpd	Vc quorum ag	VHR inh abs	MazF activator	TcdB inh	SARS 3CLpro inh
49	-0.2	26	-2	x	0
50	-0.3	-4	-14	-1.5	2
51	i	10	6	2.4	3
52	1.5	x	3	0.5	x
53	i	23	-1	x	1
54	i	10	-2	x	0
55	-0.6	-8	-1	-0.1	2
56	-0.6	x	-3	0.7	x
57	-0.3	20	18	0.1	2
58	i	17	-1	x	-1
59	i	x	3	0.1	x
60	0.8	4	-9	0.6	3
61	0.4	18	7	1.0	2
